FN deposition inh: fibronectin deposition inhibition. AH1F fibroblasts, Alexa488-fibronectin deposition fluorescence, overnight. inhibition, % at 12.6 µM. actives 0.086% (n = 350,000). AID 743247;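 active = mean inhibition across replicates of 30% or more, regardless of how many single replicates reach that level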;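 also: positive control wells lacked labelled fibronectin entirely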
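Test system: AH1F fibroblast monolayer depositing Alexa488-labelled fibronectin into matrix. Input: 10000 cells per well. Technique: fluorescence, ex 485 nm, em 525 nm. Buffer or medium: DMEM plus 2% serum, read in PBS. Timing: 1 h cell adhesion before compound, then overnight fibronectin incubation. Compound: single dose, pinned. Read-out basis: inhibition from reduced deposited-fibronectin fluorescence.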
C2C12 statin: suppressors of simvastatin-induced myotoxicity in C2C12 myotubes; ATP luminescence, 48 h; scaled: DMSO 0, geranylgeraniol control 100; rescue of ATP level, % at 7.49 µM; actives 0.78% (n = 330,000); AID 602340;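 active = mean ATP rescue above about 67%, or every replicate alone reaching that limit, limit read from the data, passing the limit was not always enough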;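 also: myotubes were challenged with 10 µM simvastatin during compound exposure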
LGR2 inh: Drosophila LGR2 receptor signaling inhibition; HEK293 LGR2, CRE-luciferase, bursicon-stimulated, 4 h; inhibition, % at 9.99 µM; actives 0.35% (n = 380,000);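 active = drop in luminescence signal, shown as inhibition above about 50% in the replicate tests, limit read from the data, passing the limit was not always enough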;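 also: agonist challenge used bursicon conditioned medium at about half maximal strength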
SIRT5 inh: sirtuin-5 (human) deacylase inhibition; Purified SirT5, succinyl-peptide AMC, trypsin-coupled fluorescence; inhibition, % at 15 µM; actives 1.1% (n = 330,000); AID 652115; in the data active = inhibition above about 15%
Target sequence (Q9NXA8 whole entry, looked up): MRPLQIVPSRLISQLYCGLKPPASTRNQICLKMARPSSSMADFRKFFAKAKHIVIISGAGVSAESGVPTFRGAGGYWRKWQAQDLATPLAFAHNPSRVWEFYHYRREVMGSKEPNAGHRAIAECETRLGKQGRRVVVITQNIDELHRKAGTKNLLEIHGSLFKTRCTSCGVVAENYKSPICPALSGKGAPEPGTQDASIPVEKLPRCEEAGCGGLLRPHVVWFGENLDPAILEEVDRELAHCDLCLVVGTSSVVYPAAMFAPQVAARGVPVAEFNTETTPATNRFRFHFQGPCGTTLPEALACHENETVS
S100A4 inh HTS: S100A4-myosin IIA interaction inhibition; inhibition, % at 10.7 µM; P26447; actives 0.14% (n = 360,000); AID 652163; S100A4/TAMRA-MyoIIA peptide fluorescence polarization;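 active = mean inhibition of at least 70% across replicates, with every replicate also reaching that level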
Target sequence (P26447 whole entry, looked up): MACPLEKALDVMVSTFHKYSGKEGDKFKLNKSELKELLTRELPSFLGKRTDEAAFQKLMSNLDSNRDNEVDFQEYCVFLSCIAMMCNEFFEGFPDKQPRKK
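Compound dosing: one dose per compound; test system: human S100A4 monomer with TAMRA-labelled myosin IIA peptide; probe or stimulus: TAMRA-labelled myosin IIA heavy-chain peptide probe, 5 nM; medium: HEPES buffer with Ca2+, pH 7.2; schedule: 5 min incubation before reading; benchmarks: neutral control DMSO, positive control TFP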
Casp6 inh: blocks human caspase-6 cleavage activity; AID 686996; actives 0.53% (n = 350,000); inhibition, % at 12.5 µM; P55212; purified caspase-6, Z-VEID-R110 cleavage fluorescence;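 active = mean inhibition across replicates at least about 35%, with every replicate also reaching that limit, limit read from the data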;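 also: 0% = median of neutral control wells and 100% = no fluorescence left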
Target sequence (P55212 24-179 limits assumed): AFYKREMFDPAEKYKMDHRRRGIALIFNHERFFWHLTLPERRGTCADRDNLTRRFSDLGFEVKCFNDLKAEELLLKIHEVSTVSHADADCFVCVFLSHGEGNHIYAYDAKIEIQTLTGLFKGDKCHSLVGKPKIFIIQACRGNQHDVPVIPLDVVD
Target sequence (P55212 194-293 limits assumed): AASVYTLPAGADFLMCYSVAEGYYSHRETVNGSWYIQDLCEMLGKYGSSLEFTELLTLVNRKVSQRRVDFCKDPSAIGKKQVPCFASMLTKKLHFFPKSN
esBAF inh: SWI/SNF esBAF complex inhibition; actives 2% (n = 350,000); AID 602393; reporter increase, % at 12.5 µM; mouse ES cells, Bmi1-luciferase knock-in reporter, 24 h; 100% = twice the neutral-well signal; in the data active = activation above about 40%;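 also: 0% = median of the plate's neutral control wells and 100% = double that signal; a rise in the Bmi1 reporter signal indicates esBAF inhibition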
Numbers without * were called inactive; nt = no result given.

Values in the order: FN deposition inh, C2C12 statin, LGR2 inh, SIRT5 inh, S100A4 inh HTS, Casp6 inh, esBAF inh
#1 O=C1CC2(CC(c3ccc(Cl)cc3)=NO2)C(=O)N1c1ccccc1 (stereo not given)
 : 5, 26, -13, -4, 2, 3, -4
#2 COc1ccc(-c2cnc3c(c2)C(=O)N([C@H](C)CO)C[C@H](C)[C@H](CN(C)C(=O)Cc2ccccc2)O3)cc1
 : nt, -1, 9, -3, -3, 2, -1
#3 CC(=O)N1CCc2c(sc(NC(=O)C3CCCN3S(=O)(=O)c3cccs3)c2C(N)=O)C1 (stereo not given)
 : 3, 10, -14, -6, -3, 17, 11
#4 O=C(c1ccco1)N1CCN(c2cc(N3CCOCC3)c(F)cc2[N+](=O)[O-])CC1
 : -1, nt, -2, 4, -6, 3, nt
#5 O=C(c1cccnc1)N1CC(=O)N2[C@H](CO)[C@@H](c3ccc(-c4ccc(F)cc4)cc3)[C@@H]2C1
 : nt, nt, -4, -2, -2, nt, nt
#6 CCOc1cc(N2CCOCC2)c(OCC)cc1NC(=O)c1ccc(NC(C)=O)cc1
 : 2, -3, -3, 0, 9, -3, -6
#7 CCSc1nnc(-c2ccccc2N)c(=O)[nH]1
 : nt, -20, -45, 1, 0, 5, 33
#8 CN1CCN(S(=O)(=O)c2ccc(Br)s2)CC1
 : -1, 1, nt, nt, nt, nt, -9
#9 Nc1ncc(C(=O)O)c(-c2ccccc2)n1
 : 0, -8, -4, -3, -3, -3, nt
#10 Cc1c(C2(O)CCCCC2)[nH]c2ccc(C(F)(F)F)cc12
 : 2, -8, -11, nt, 0, 7, 39
#11 O=S(=O)(c1cccc(S(=O)(=O)N2CCCC2)c1)N1CCCCC1
 : 5, 0, -6, -2, -1, -1, 5
#12 O=C1/C(=C\c2ccco2)NC(=S)N1c1ccccc1
 : 5, nt, 8, 2, -18, 29, nt
#13 O=C(Cc1c(F)cccc1Cl)Nc1ccc(-n2cnnn2)cc1
 : nt, nt, 4, -20, -2, -1, nt
#14 CC1(C)Oc2ccc3ccc(=O)oc3c2/C(=C/Nc2ccc(O)cc2)C1=O
 : nt, 2, 14, -2, 2, 2, -12
#15 COc1cc(-c2noc(C)c2C#Cc2ccccn2)cc(OC)c1OC
 : 11, -78, -7, -1, -5, 1, -11

Overlap with the part before: two compounds, followed by the next part.
Values in the order: FN deposition inh, C2C12 statin, LGR2 inh, SIRT5 inh, S100A4 inh HTS, Casp6 inh, esBAF inh
#14 CC1(C)Oc2ccc3ccc(=O)oc3c2/C(=C/Nc2ccc(O)cc2)C1=O
 : nt, 2, 14, -2, 2, 2, -12
#15 COc1cc(-c2noc(C)c2C#Cc2ccccn2)cc(OC)c1OC
 : 11, -78, -7, -1, -5, 1, -11
#16 O=C(Nc1ccc(Cl)cc1Cl)NC1CCCC1
 : nt, -5, -4, 0, 0, -4, 18
#17 CCOC(=O)[C@@H]1CSCCS(=O)(=O)N1C(=O)[C@H](CCSC)NC(=O)OC(C)(C)C
 : -1, nt, 8, -6, -3, -2, nt
#18 O=C(Cc1ccccc1)Nc1nnc(-c2ccccc2)o1
 : 11, -6, -4, nt, -2, -3, 1
#19 CN(CC(=O)Nc1ccc(OC(F)(F)F)cc1)S(=O)(=O)c1cnc[nH]1
 : 0, 22, 2, -2, 2, nt, 13
#20 CC(=O)c1c(C)n([O-])c2ccccc2[n+]1=O
 : 5, 4, nt, nt, nt, nt, 7
#21 CN(C)CCCNC(=O)C[C@H]1CC[C@@H]2[C@H](COC[C@@H](O)CN2C(=O)c2ccncc2)O1
 : 3, -1, -1, 2, 3, 0, -7
#22 CC(C)N(C)CCOC(=O)C1COc2ccccc2O1 (stereo not given)
 : -7, nt, 9, 1, 19, -8, nt
#23 COc1ccccc1NC(=O)Cc1csc(NC(=O)c2ccccc2)n1
 : -9, -2, 11, -4, -1, 2, 11
#24 O=C(NC12CC3CC(CC(C3)C1)C2)c1cccc([N+](=O)[O-])c1
 : -4, -7, nt, 0, 1, 0, -5
#25 O=C(c1ccc([N+](=O)[O-])o1)N1CCN(c2nc3ccc(F)cc3s2)CC1
 : 7, 68*, 3, 3, 11, -2, 14
#26 COc1ccc(N2C(=NC(=O)CCC3CCCC3)SC3CS(=O)(=O)CC32)cc1 (stereo not given)
 : -2, 9, 16, -5, 8, -2, 1
#27 O=C(CSc1nc(O)cc(=O)[nH]1)N1CCCc2ccccc21
 : -5, 11, nt, nt, nt, nt, 4
#28 Cc1ccc(C)c(C2=CSC3=NS(=O)(=O)CCN23)c1
 : -12, -3, nt, nt, nt, nt, -1
#29 CCc1csc(N2[C@@H](C#N)[C@@H](c3ccccc3C3=CCCC3)[C@@H]2CO)n1
 : 0, nt, 18, 1, 15, nt, nt
#30 CCNc1nc(C)nc2c1cnn2C
 : nt, 1, 0, -4, 4, -7, -3

3 compounds out of the list above, arranged by the number in esBAF inh, low to high.
| no. | structure | esBAF inh |
| --- | --- | --- |
| 21 | CN(C)CCCNC(=O)C[C@H]1CC[C@@H]2[C@H](COC[C@@H](O)CN2C(=O)c2ccncc2)O1 | -7 |
| 25 | O=C(c1ccc([N+](=O)[O-])o1)N1CCN(c2nc3ccc(F)cc3s2)CC1 | 14 |
| 16 | O=C(Nc1ccc(Cl)cc1Cl)NC1CCCC1 | 18 |

Next entries:
Values in the order: FN deposition inh, C2C12 statin, LGR2 inh, SIRT5 inh, S100A4 inh HTS, Casp6 inh, esBAF inh
#31 O=C(NCC1CCCO1)C(c1ccc(N2CCOCC2)cc1)N(C(=O)Cn1nnc2ccccc21)c1ccccc1F (stereo not given)
 : -1, 4, -1, -5, 3, 0, -5
#32 O=C(Nc1ccccc1)Nc1ccc(C(=O)N2CCCC2)cc1
 : -1, -81, -28, 0, -32, -2, -32
#33 C[C@@H]1CC=C[C@H]2[C@H]1C(=O)N(Cc1ccccc1)[C@H]2c1cccc([N+](=O)[O-])c1
 : -11, -6, nt, -4, 3, -1, -2
#34 O=C(NCCN1CCOCC1)C1CCN(c2ncnc3c2sc2cccc(F)c23)CC1
 : -2, 13, 4, -2, 0, 1, 7
#35 COc1ccccc1-c1ccc([C@H]2[C@@H](CO)N3CCCCN(C(=O)CN4CCOCC4)C[C@H]23)cc1
 : nt, -14, 5, 0, -2, -4, -4
#36 COc1ccc(Cc2nc3ccc(C(=O)NCCc4ncccc4C)cc3o2)cc1OC
 : 6, 0, -28, 0, 0, -1, 24
#37 COc1ccc(C(CCN2CCOCC2)c2c(O)cc(OC)cc2OC)cc1 (stereo not given)
 : -8, -11, 1, nt, 1, -3, -4
#38 COc1ccc(NC(=O)C2CCN(C(=O)Cc3ccccc3)CC2)c(OC)c1
 : 2, 4, nt, 0, 0, 0, 0
#39 CCOCCCNC(=O)c1cn(C)c2ccc(S(=O)(=O)N3CCCC3)cc2c1=O
 : -4, 6, -5, 2, -1, -1, -1
#40 CC(C)NC(=O)N(C)C[C@@H]1Oc2ccc(NC(=O)c3ccncc3)cc2C(=O)N([C@@H](C)CO)C[C@H]1C
 : -7, 11, -14, 0, 4, 0, 3
#41 CCSc1nnc(NC(=O)c2ccccn2)s1
 : 0, 37, nt, nt, nt, nt, -12
#42 CC(=O)Nc1ccc(C(=O)OCCCOC(=O)c2ccc(NC(C)=O)cc2)cc1
 : 3, 2, -15, 0, -7, -2, 2
#43 CCS(=O)(=O)Nc1ccc2c(c1)C(=O)N(C)C[C@@H](OC)[C@@H](C)CN(C(=O)NC(C)C)[C@H](C)CO2
 : -3, -7, -1, -2, 0, nt, -1
#44 O=C(NCCc1ccncc1)[C@H]1[C@H](CO)[C@H]2Cn3c(cccc3=O)[C@@H]1N2Cc1ccccc1F
 : 4, 11, 9, 1, 1, 1, -2
#45 Cc1ccc2nc3n(c(=O)c2c1)CCC3
 : nt, -10, 23, -2, -1, -1, 2

Profiles, looked up by structure. Order of screens: FN deposition inh | C2C12 statin | LGR2 inh | SIRT5 inh | S100A4 inh HTS | Casp6 inh | esBAF inh
Results for `COc1ccc(C(CCN2CCOCC2)c2c(O)cc(OC)cc2OC)cc1` (stereo not given) → -8 | -11 | 1 | nt | 1 | -3 | -4
Results for `Cc1ccc2nc3n(c(=O)c2c1)CCC3` → nt | -10 | 23 | -2 | -1 | -1 | 2
Results for `O=C(NCC1CCCO1)C(c1ccc(N2CCOCC2)cc1)N(C(=O)Cn1nnc2ccccc21)c1ccccc1F` (stereo not given) → -1 | 4 | -1 | -5 | 3 | 0 | -5

Other entries follow.
Values in the order: FN deposition inh, C2C12 statin, LGR2 inh, SIRT5 inh, S100A4 inh HTS, Casp6 inh, esBAF inh
#46 CCOc1ccccc1NC(=O)C(Sc1nnnn1C)c1ccccc1 (stereo not given)
 : -7, nt, -6, -7, -6, 2, nt
#47 COc1cccc(/C=C/C(=O)OCC(=O)Nc2ccccc2Sc2ccccc2)c1
 : -5, nt, 2, -6, -3, 1, nt
#48 COc1ccc(S(=O)(=O)Nc2nc3ccccc3s2)cc1
 : 12, 14, nt, nt, nt, nt, -10
#49 Cc1ccc2c(c1)-n1c(nc3cc(C)ccc3c1=O)C(Cc1ccccc1)NC2=O (stereo not given)
 : -13, nt, -13, nt, -6, -8, nt
#50 CCC(C)[C@H](NC(=O)N1CCCC1)C(=O)O (stereo not given in full)
 : nt, nt, 10, -1, -1, -4, nt
#51 C[C@@H]1CN([C@@H](C)CO)C(=O)c2cc(Br)cnc2O[C@H]1CN(C)C(=O)c1ccc(F)cc1
 : 4, 21, 4, -1, 6, 2, -2
#52 CC(=O)Nc1ccc(S(=O)(=O)NCCc2csc(-c3cccnc3)n2)cc1
 : -3, -4, 6, 2, -5, 0, -3
#53 CC(C)(C)c1ccc(COC(=O)CN2C(=O)NC3(CCCC3)C2=O)cc1
 : 1, 10, -9, -1, 6, 3, nt
#54 COC(=O)C1=C(C)NC(C)=C(C(=O)OCC2CCCO2)C1c1cccc(Br)c1 (stereo not given)
 : 3, 14, -1, -2, -7, 0, -3
#55 Cc1ccc(C(=O)Nc2ccc(C(F)(F)F)n(C)c2=O)cc1
 : 2, nt, -15, 0, -3, -2, nt
#56 C[C@H](CO)N1C[C@H](C)[C@H](CN(C)Cc2ccc(C(F)(F)F)cc2)OCc2cnnn2CCCC1=O
 : -1, 9, 9, 14, 2, 1, -3
#57 O=C(CSc1n[nH]c(=O)n1C1CC1)c1ccc2c(c1)OCCO2
 : 2, nt, -27, 0, -4, -5, nt
#58 Cc1cc(C(=O)NC2CCCN(Cc3ccc(Cl)cc3)C2)c(C)o1 (stereo not given)
 : -3, -16, 24, -2, -3, -5, -8
#59 CC[C@H](C)[C@H]1CNC(=S)N1CC1CCN(CCC(C)(C)C)CC1
 : 2, 3, -26, -3, -5, -6, -5
#60 CCCCn1nnnc1C1(C)CCC(=O)N1Cc1ccc(F)cc1 (stereo not given)
 : 11, nt, -10, nt, 4, -2, nt
#61 Cc1noc(C)c1NC(=O)N(C)C[C@H]1Oc2c(NC(=O)Nc3ccc(C(F)(F)F)cc3)cccc2C(=O)N([C@@H](C)CO)C[C@@H]1C
 : nt, 12, 2, 4, 8, 1, -1

From PubChem

This is a subset, so the mix of outcomes need not match the whole.
